SRC3 TRFRET art: flags TR-FRET format artefacts in PPARgamma SRC-3 recruitment agonist screen; TR-FRET artefact counter-screen, PPARgamma/SRC-3 format; stronger effect = higher value; TR-FRET ratio at 8 µM; hit rate 0.39% among 99,000; AID 1048; in the data active means TR-FRET ratio above about 2000; further: inactives centre near 1600; reference of the scale not given here
SRC1 TRFRET art: flags TR-FRET format artefacts in PPARgamma SRC-1 recruitment agonist screen; TR-FRET detection artefact counter-screen, emission ratio; stronger effect = higher value; TR-FRET ratio at 8 µM; hit rate 0.34% among 99,000; AID 1051; in the data active means TR-FRET ratio above about 2300; further: inactives centre near 1800; reference of the scale not given here
Numbers without * were called inactive. A portion of the library; the hit share may differ from the screen's.

SMILES	SRC3 TRFRET art	SRC1 TRFRET art
COc1ccccc1CNC(=O)COC(=O)c1ccc(NC(N)=O)cc1	1912	2046
CN(CC(O)COc1c(F)cc(Br)cc1F)C1CCCCC1 (stereo not drawn)	1744	1861
O=C(CS(=O)(=O)c1c[nH]c2ccccc12)N1CCCCCC1	1674	1670
O=C(OCC(=O)c1ccc(Cl)s1)c1ccc2ccccc2n1	1557	1871
Cc1cc(C)nc(SCC(CSc2nc(C)cc(C)n2)C(=O)O)n1	1758	1869
CN(C)c1ccc(NC(=O)Nc2cccc3ccccc23)cc1	1430	2073
COc1ccc(S(=O)(=O)c2nnn(-c3cccc(Cl)c3)c2N)cc1	1548	1811
Cc1cc(N2CC(C)OC(C)C2)nc2ccccc12 (stereo not drawn)	1776	2037
Cc1cccc(C)c1OCc1n[nH]c(=S)n1-c1ccccc1	1404	1586
COC(=O)c1nc2n(n1)C(c1ccc([N+](=O)[O-])cc1)C(C(=O)Nc1ccc(Cl)cc1)=C(C)N2 (stereo not drawn)	1518	1664
CCOc1ccc(-n2c(SCc3cc(=O)oc4cc(C)ccc34)nnc2-c2cccnc2)cc1	1499	1520
O=C(NN1C(=O)/C(=C/c2ccc(O)c([N+](=O)[O-])c2)SC1=S)c1ccccc1Cl	1587	1776
Cn1c(CNC(=O)c2ccco2)nnc1SCC(=O)Nc1c(F)cc(F)cc1Br	1468	1742
Cc1nc(Nc2ccc(S(=O)(=O)N3CCCCC3C)cc2)c2nnn(Cc3ccccc3)c2n1 (stereo not drawn)	1673	1649
CCOC(=O)c1ccc(NC(=S)Nc2ccccc2)cc1	1669	2005
CCCCn1c(O)c(N=Nc2ccccn2)c2ccccc21	1518	1482
O=C(O)c1ccc(C[n+]2c(-c3ccccc3)csc2Nc2ccccc2)cc1	1553	1489
COc1ccc(-c2noc(COc3ccccc3OC)n2)cc1OC	1582	1814
COc1cccc(NC(=O)CC2S/C(=N\S(=O)(=O)c3ccccc3)N(c3ccccc3)C2=O)c1 (stereo not drawn)	1770	1838
O=C(c1ccc(CN2CCc3ccccc3C2)cc1)N1CCN(c2ccccc2)CC1	1615	1513
OCc1nc2ccccc2n1CCCOc1ccccc1	1719	1960
C=CCN1C(=O)C2C(C(=O)NC)C3(C)C=CC2(O3)C1C(=O)NCc1ccc(OC)cc1 (stereo not drawn)	1573	1435
O=C(/C=C/c1cccs1)c1cc(Br)ccc1OC(=O)N1CCOCC1	1748	1864
O=C(O)C1CCC(CN(Cc2cccc(Br)c2)C(=S)Nc2ccccc2F)CC1 (stereo not drawn)	1454	1842
CCOC(=O)c1ccc(NC(=S)N2CCN(c3ccc(N4CCOCC4)nn3)CC2)cc1	1501	1752
The listing continues.
SMILES	SRC3 TRFRET art	SRC1 TRFRET art
O=c1c(N=Nc2ccc(O)cc2)c(-c2ccccc2)[nH]n1-c1ccc([N+](=O)[O-])cc1	1624	2027
CCOC(=O)C1=C(Nc2ccccc2)CC(C)(O)C(C(=O)OCC)C1c1ccccc1 (stereo not drawn)	1395	1664
CSc1ccccc1NC(=O)N1CCCC(C(=O)c2ccc3c(c2)OCO3)C1 (stereo not drawn)	1658	1672
COc1ccc(CCN2C(=O)CC(NC34CC5CC(CC(C5)C3)C4)C2=O)cc1OC (stereo not drawn)	1596	1706
COc1ccccc1Oc1cc(-n2nc(C)cc2C)ncn1	1590	1890
Cc1ccc2nc3c(c(Nc4ccc5c(c4)OCCO5)c2c1)CCC3	1602	1704
N#CC1=C(N)C2=CCCC[C@H]2[C@H](c2ccc(Br)cc2)C1(C#N)C#N	1599	1845
Cn1cccc1C(=O)OCC(=O)N1CC(=O)Nc2ccccc21	1574	1714
COc1cccc(/C=N/NC(=O)c2ccc([N+](=O)[O-])cc2Cl)c1O	1384	1506
O=C(NNC(=O)C1CC(c2cccs2)=NO1)NC1CCCCC1 (stereo not drawn)	1634	2087
CCn1nc(C(=O)OCC(=O)N2c3ccccc3CC2C)c2ccccc2c1=O (stereo not drawn)	1542	1871
CC(=O)Nc1ccc(Cc2nc3ccccc3[nH]2)cc1	1615	1640
Cc1ccc(/C=C2/NC(=O)N(Cc3ccccc3F)C2=O)s1	1638	1841
O=C(CCNS(=O)(=O)c1cccc2nsnc12)NCc1ccc(F)cc1	1614	2119
NC(=O)COC(=O)C12CC3CC(CC(O)(C3)C1)C2	1473	1952
CCOC(=O)C1CCN(C(=O)COc2ccc(N(C)S(=O)(=O)c3ccc(C)cc3)cc2)CC1	1502	1764
CC(C)c1nc2sc3c(=O)[nH]c(=S)[nH]c3c2c2c1CCC2	2640*	2489*
Cc1ccc(NS(=O)(=O)c2ccc3[nH]c(=O)c(=O)[nH]c3c2)cc1Cl	1526	1883
COc1cc(/C=N/Nc2ccc([N+](=O)[O-])cc2S(=O)(=O)N2CCOCC2)cc(OC)c1OC	1421	1953
C=CCn1c(C)cc(C(=O)COc2ccc(S(=O)(=O)N3CCCC3)cc2[N+](=O)[O-])c1C	1627	1879
Cc1ccc(-c2nnc(CCC(=O)N(C)Cc3nccs3)o2)s1	1310	1706
Cc1ccc(NC(=O)CSc2ncn[nH]2)cc1S(=O)(=O)N1CCOCC1	1501	1510
O=C1ON=C(c2ccccc2)/C1=C/c1ccc(-c2ccccc2[N+](=O)[O-])o1	1496	2176
Cc1cccc(N=Nc2c(C)[nH]n(-c3ccccc3)c2=O)c1	1641	1885
O=C(Nc1ccc(Cl)cc1Cl)c1ccc(-c2ccccc2)cc1	1607	1811
Continuation:
SMILES	SRC3 TRFRET art	SRC1 TRFRET art
Cc1nn(-c2ccccc2)c(C)c1/C=N/NC(=O)CSc1nc2ccccc2c(=O)n1-c1ccccc1	1543	1572
CCOC(=O)c1sc(NN=C(C(=O)OC)C(=O)OC)c(C(=O)OCC)c1C	1672	1792
C=CCOc1cccc(C2C(C(=O)c3ccco3)=C(O)C(=O)N2CCN2CCOCC2)c1 (stereo not drawn)	1738	1586
CCNC(=O)c1sc2cc(C)ccc2c1Cl	1651	1684
COC(=O)c1cn(NC(=O)/C=C/c2ccc(OC)c(OC)c2)c(=O)c2ccccc12	1499	1619
C#CCOCCOCCOCCNc1nc(N2CCN(C(=O)[C@H](C)n3cc(CCCN=C(N)N)nn3)CC2)nc(N2CCN(C(=O)[C@H](C)n3cc(CCCN=C(N)N)nn3)CC2)n1	1609	1706
CSC(=S)N/N=C/c1c[nH]c2ccccc12	1558	1906
CN1CCN(C(=O)C(N)Cc2ccccc2)CC1 (stereo not drawn)	1676	1703
O=C(/C=C/Nc1ccc(F)c(F)c1)c1cccs1	1675	1612
CCc1ccc(C(=O)CSc2n[nH]c(C)n2)cc1	1838	1834
COc1ccc2c(c1)/C(=N/N1C(=O)c3ccccc3C1=O)C(=O)N2	1847	1939
COc1ccc(C(C)(C)C)cc1NC(=O)COC(=O)c1ncc(Cl)c(Cl)c1Cl	1382	1607
O=C(c1ccc(N2CCCCCC2)c([N+](=O)[O-])c1)N1CCc2ccccc21	1631	1656
O=[N+]([O-])c1ccccc1-c1nc(-c2ccc(Br)o2)no1	1462	1762
CCOC(=O)c1cc(C#N)c(N2CCN(c3ccccn3)CC2)nc1-c1ccccc1	2015	1919
CC(CCc1ccccc1)NC(=O)c1ccc(NC(=O)c2ccc(Cl)cc2Cl)cc1 (stereo not drawn)	1537	1747
COC(=O)c1ccc(NC(=O)CS(=O)(=O)Cc2ccccc2)cc1	1394	1871
CCC(=O)N1CCN(c2ccc(NC(=O)c3ccc4c(c3)OCCO4)cc2)CC1	1718	1706
O=C(c1ccc2ccccc2c1)C1CCCN(C(=O)CCn2cnnn2)C1 (stereo not drawn)	1485	1552
COc1cc([N+](=O)[O-])c(C(=O)N2CCOCC2)c([N+](=O)[O-])c1	1387	1756
Cc1ccc(Nc2nc(COC(=O)C3CC3)cs2)cc1	1589	1792
COC(=O)CSc1nc(Cc2ccccc2)nc2ccccc12	1574	1614
Oc1ccccc1C(=S)N1CCCCC1	1621	1592
Cc1nc(NC(=O)CSc2nnc(-c3ccc4c(c3)OCO4)o2)c(Cl)cc1Cl	1669	2096
O=C(CCCC(=O)OCC(F)(F)C(F)F)Nc1ccccc1F	1545	1687
Later entries
SMILES	SRC3 TRFRET art	SRC1 TRFRET art
COc1ccccc1CNC(=O)COC(=O)Cc1c(F)cccc1Cl	1503	1836
Cc1ccc(NC(=O)C2(c3ccc([N+](=O)[O-])cc3)CCCC2)cc1	1607	1911
CCCC(=O)Nc1ccccc1NC(=O)c1ccc(OCC)cc1	1408	1773
CCOc1ccccc1NC(=O)c1c(NC(=O)CCC(=O)O)sc2c1CCCCC2	1872	2001
COc1ccccc1CN1C[C@@H]2C[C@@H](c3ccccc3C)N3CCC[C@@]23C1=O	1536	1670
CC(=O)NC1=NC(=O)/C(=C/c2cn(C(C)=O)nc2-c2ccccc2)S1	1490	1663
O=C(COc1ccc(Cl)cc1)Nc1ncc([N+](=O)[O-])s1	1468	1982
Cc1cc(C(F)F)n2nc(C(=O)Nc3sc4c(c3C(N)=O)CCC4)nc2n1	1647	1739
CCCCC(=O)Nc1cc([N+](=O)[O-])ccc1F	1750	1677
CC(=O)NC(Cc1ccc(F)c(F)c1)C(=O)NC1CCN(c2c(Cc3ccccc3)c(C)nc3ncnn23)CC1 (stereo not drawn)	1361	1485
C=CCN1CCN(C(c2ccc(OC)c(OC)c2)c2nnnn2C(C)(C)C)CC1 (stereo not drawn)	1659	1658
NC(=O)c1cccc(C(N)=O)n1	1508	1613
COCCN=c1scc(-c2cc(OC)c(OC)c(OC)c2)n1/N=C/c1c(C)[nH]c2ccccc12	1477	1827
N#Cc1c(-c2ccc(Cl)cc2)c2c([nH]c1=S)CCCC2	1979	2385*
CC1CCCC(C)N1C(=O)CSc1nnc(CSc2ncccn2)n1C (stereo not drawn)	1579	1854
CCOC(=O)C1CCN(C(=O)C(CC)c2ccccc2)CC1 (stereo not drawn)	1670	1700
CCOC(=O)C1C(=O)C=C(/C=C/c2ccc(N(C)C)cc2)CC1c1ccccc1 (stereo not drawn)	1473	1460
O=[N+]([O-])c1cc(Br)c(OCc2nnc(-c3ccccc3)o2)c(Br)c1	1613	1662
CSc1nc(-c2ccc(Cl)cc2)c(C#N)c(=O)n1C	1537	1638
Cc1cc(C)c[n+](C[n+]2cc(C)cc(C)c2)c1	1825	1664
O=c1c2nnn(-c3ccc(Cl)cc3)c2ncn1Cc1ccccn1	1636	1736
Cc1ccccc1OCCOCCN1CCCCCC1	1427	1809
CC1CCN(S(=O)(=O)c2cc(C(=O)N3CCN(c4ncccn4)CC3)ccc2Br)CC1	1675	1888
Cc1ccc(NCC(=O)N/N=C/c2ccc(-c3cccc(C(F)(F)F)c3)o2)cc1	1596	2016
Cc1ccc(C(NC(=O)c2ccccc2)C(Cl)Cl)cc1 (stereo not drawn)	1794	1955

Part of the list above in a different format.
compound | SRC3 TRFRET art | SRC1 TRFRET art
COc1ccccc1CNC(=O)COC(=O)Cc1c(F)cccc1Cl | 1503 | 1836
Cc1ccc(NC(=O)C2(c3ccc([N+](=O)[O-])cc3)CCCC2)cc1 | 1607 | 1911
CCCC(=O)Nc1ccccc1NC(=O)c1ccc(OCC)cc1 | 1408 | 1773
CCOc1ccccc1NC(=O)c1c(NC(=O)CCC(=O)O)sc2c1CCCCC2 | 1872 | 2001
COc1ccccc1CN1C[C@@H]2C[C@@H](c3ccccc3C)N3CCC[C@@]23C1=O | 1536 | 1670
CC(=O)NC1=NC(=O)/C(=C/c2cn(C(C)=O)nc2-c2ccccc2)S1 | 1490 | 1663
O=C(COc1ccc(Cl)cc1)Nc1ncc([N+](=O)[O-])s1 | 1468 | 1982
Cc1cc(C(F)F)n2nc(C(=O)Nc3sc4c(c3C(N)=O)CCC4)nc2n1 | 1647 | 1739
CCCCC(=O)Nc1cc([N+](=O)[O-])ccc1F | 1750 | 1677
CC(=O)NC(Cc1ccc(F)c(F)c1)C(=O)NC1CCN(c2c(Cc3ccccc3)c(C)nc3ncnn23)CC1 (stereo not drawn) | 1361 | 1485
C=CCN1CCN(C(c2ccc(OC)c(OC)c2)c2nnnn2C(C)(C)C)CC1 (stereo not drawn) | 1659 | 1658
NC(=O)c1cccc(C(N)=O)n1 | 1508 | 1613
COCCN=c1scc(-c2cc(OC)c(OC)c(OC)c2)n1/N=C/c1c(C)[nH]c2ccccc12 | 1477 | 1827
N#Cc1c(-c2ccc(Cl)cc2)c2c([nH]c1=S)CCCC2 | 1979 | 2385*
CC1CCCC(C)N1C(=O)CSc1nnc(CSc2ncccn2)n1C (stereo not drawn) | 1579 | 1854
CCOC(=O)C1CCN(C(=O)C(CC)c2ccccc2)CC1 (stereo not drawn) | 1670 | 1700

Continued.
SMILES	SRC3 TRFRET art	SRC1 TRFRET art
CSC1=C(C#N)C(c2ccccc2Cl)C(C(=O)c2cccs2)C(O)(C(F)(F)F)N1 (stereo not drawn)	1629	1904
CC(CCc1ccccc1)NC(=O)CCCCCNc1nc(=S)[nH]c2ccccc12 (stereo not drawn)	1480	1872
O=C(NCc1ccccc1)N1CCC(CO)(CCc2ccccc2)CC1	1653	1767
COc1ccc2c(c1)c(CC(=O)Nc1cc(C)ccc1C)c(C)n2C(=O)c1ccc(Cl)cc1	1451	1560
Cc1ccc(CSC2=NCCN2C(=O)c2ccc(S(=O)(=O)N(C)C)cc2)cc1	1474	1660
COc1ccccc1/C=C/CN1CCN(Cc2ccc(F)cc2)C(CCO)C1 (stereo not drawn)	1496	1922
Cc1cccc(N2C(S)=C(C#N)C(=O)NC2c2cccs2)c1 (stereo not drawn)	1275	1343
CCCCN(CCCC)C(=O)CSc1nnc(-c2cc(OC)c(OC)c(OC)c2)o1	1356	1572
Cc1ccc(N2C(=O)Nc3ccccc3C2(O)C(=O)N2CCN(c3ccccn3)CC2)cc1C (stereo not drawn)	1648	1866
CCOC(=O)c1c(C)[nH]c(C)c1C(=O)COC(=O)c1ccc(OC)c(OC)c1	1667	1757
CN(CC(=O)Nc1cccc(F)c1)C(=O)CCCc1cccs1	1547	1904
c1ccc(-c2nn3cnnc3c3ccccc23)cc1	1557	1862
CCc1ccc(NC(=S)Nc2cc(C(=O)O)ccc2N2CC3CC(C2)c2cccc(=O)n2C3)cc1 (stereo not drawn)	1541	1730
CCNS(=O)(=O)c1cccc(C(=O)c2c(C)cc3ccccn23)c1	1588	1601
COC(=O)c1ccc(NC(=O)c2cc(-c3ccccn3)nc3ccccc23)cc1	1633	1665
